Assay outcomes from PubChem BioAssay.
ROMK primary: human ROMK K+ channel modulation, primary screen; P48048; Tet-inducible ROMK, thallium flux fluorescence; actives lie on both sides; B-score at 10 µM; 2% of 130,000 active; AID 1918;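 active = signal ratio slope over the read window, or its plate-corrected B-score, at least 3 SD from the plate mean, either direction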;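 also: B-score of the F/F0 ratio slope over 7 to 12 s after thallium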
S1P3 antag: S1P3 (human) receptor antagonism; inhibition, % at 4.98 µM; Q99500; AID 485; CHO S1P3 NFAT-BLA reporter, FRET fluorescence, antagonist mode; 0.27% of 170,000 active;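 active = inhibition above the plate cutoff, the mean inhibition of test wells on that plate plus 3 SD, cut at about 28% in these data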;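 also: cells challenged with S1P at its EC80 of 0.8 µM; blue over green emission ratio from cleaved BLA substrate after 4 h stimulation; 0% = S1P-stimulated wells and 100% = unstimulated DMSO-only wells; some compounds past the cut are filed as inactive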
bIAP activator: intestinal alkaline phosphatase (bovine) activation; purified bovine IAP, CDP-star luminescence, 30 min; stronger effect = higher value; fold of DMSO-control signal, blank-subtracted; activation factor at 20 µM; 0.17% of 200,000 active;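 active = activation factor of 2 or more at 20 µM, a signal rise over negative controls twice the positive control's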
PPARg SRC2 recr: PPARgamma-driven SRC-2 recruitment agonism. 0.34% of 200,000 active. P37231. activation, % at 8 µM. PPARgamma LBD-SRC-2 recruitment, biochemical; in the data active = activation above about 22%;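 also: 0% = vehicle and 100% = reference agonist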
TR-FRET SRC-2 ct: flags TR-FRET format artefacts in PPARgamma SRC-2 recruitment agonist screen. 0.4% of 200,000 active. TR-FRET artefact counter-screen; stronger effect = higher value. TR-FRET ratio at 8 µM; in the data active = TR-FRET ratio above about 2000; also: inactives centre near 1500; reference of the scale not given here
TLR4-MyD88 BLA: TLR4-MyD88 interaction inhibition in cells | O00206+Q99836 | HeLa CL3-4 TLR4/MyD88 BLA complementation, FRET ratio | inhibition, % at 8.4 µM | 0.18% of 200,000 active; in the data active = inhibition above about 25%;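 also: 0% = vehicle and 100% = reference inhibitor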
Target sequence (O00206 whole entry, looked up): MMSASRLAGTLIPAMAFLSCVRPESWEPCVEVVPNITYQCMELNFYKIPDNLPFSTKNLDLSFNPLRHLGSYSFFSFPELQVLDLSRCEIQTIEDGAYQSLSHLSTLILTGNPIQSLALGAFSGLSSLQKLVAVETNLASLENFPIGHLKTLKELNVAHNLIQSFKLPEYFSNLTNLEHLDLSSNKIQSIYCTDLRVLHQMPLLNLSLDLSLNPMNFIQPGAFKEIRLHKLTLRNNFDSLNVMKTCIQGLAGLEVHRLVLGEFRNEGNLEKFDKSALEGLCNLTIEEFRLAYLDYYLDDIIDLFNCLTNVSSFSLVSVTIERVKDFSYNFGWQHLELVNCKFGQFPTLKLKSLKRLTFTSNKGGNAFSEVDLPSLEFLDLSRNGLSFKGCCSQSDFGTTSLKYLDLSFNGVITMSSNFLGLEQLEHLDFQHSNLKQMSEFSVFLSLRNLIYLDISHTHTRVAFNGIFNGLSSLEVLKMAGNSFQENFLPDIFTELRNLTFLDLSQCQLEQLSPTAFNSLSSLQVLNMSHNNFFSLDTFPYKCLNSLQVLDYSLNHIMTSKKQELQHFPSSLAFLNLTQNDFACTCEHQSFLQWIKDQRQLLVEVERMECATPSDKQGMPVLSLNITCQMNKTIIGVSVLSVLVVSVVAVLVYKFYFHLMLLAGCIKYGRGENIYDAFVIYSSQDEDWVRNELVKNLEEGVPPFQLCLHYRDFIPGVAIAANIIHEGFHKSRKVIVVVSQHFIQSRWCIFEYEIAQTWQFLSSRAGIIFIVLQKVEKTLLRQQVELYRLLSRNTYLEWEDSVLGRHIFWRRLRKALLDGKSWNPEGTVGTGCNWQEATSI
Target sequence (Q99836 whole entry, looked up): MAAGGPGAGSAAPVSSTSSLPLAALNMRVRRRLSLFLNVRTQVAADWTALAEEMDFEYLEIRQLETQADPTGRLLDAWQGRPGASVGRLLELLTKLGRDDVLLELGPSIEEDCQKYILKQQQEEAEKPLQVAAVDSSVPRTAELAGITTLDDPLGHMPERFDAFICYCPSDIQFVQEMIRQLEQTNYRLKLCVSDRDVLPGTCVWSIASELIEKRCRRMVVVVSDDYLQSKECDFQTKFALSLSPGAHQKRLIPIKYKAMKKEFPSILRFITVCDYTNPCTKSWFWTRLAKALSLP
Redox H2O2 prof: compounds producing H2O2 with reducing agent – biochemical, NIH compound library profiling, artefact control for MLSCN library redox annotation, primary screen; DTT-dependent redox cycling H2O2, phenol red/HRP absorbance; 100% = 100 µM peroxide control, 0% = buffer; activation, % at 10 µM; 0.03% of 200,000 active;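 active = activation of at least 50% relative to the plate's high and low controls in the primary single-dose screen; inactive = activation below 50%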;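 also: compound incubated with DTT at 0.8 mM final as the reducing agent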
bIAP inh: blocks bovine intestinal alkaline phosphatase activity. AID 1019. inhibition, % at 20 µM. 190,000 tested, under 10 active. purified bovine IAP, CDP-star luminescence, 30 min;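 active = over 50% inhibition of intestinal alkaline phosphatase at 20 µM in the single-dose screen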
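System: Purified bovine intestinal alkaline phosphatase (IAP) enzyme | Input: IAP diluted 1/65,000,000 in the well | Also added: CDP-star chemiluminescent phosphatase substrate, 30 µM final | Dosing: 20 µM single dose | Times: Enzyme reaction for 30 min at room temperature | Detection: Luminescence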
PPARg SRC-1 ag: PPARgamma-driven SRC-1 recruitment agonism | P37231 | PPARgamma-SRC-1 coactivator recruitment biochemical assay | activation, % at 8 µM | 0.41% of 200,000 active | AID 631; in the data active = activation above about 19%;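 also: 0% = DMSO and 100% = reference agonist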
L major viab: Leishmania major promastigote growth inhibition | 9% of 200,000 active | inhibition, % at 10 µM | Leishmania major promastigotes, resazurin fluorescence viability; in the data active = inhibition above about 50%;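 also: promastigotes grown with compound for 44 hours at 28 °C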
PPARg SRC-3 ag: agonists of human PPARgamma SRC-3 coactivator recruitment. biochemical PPARgamma/SRC-3 coactivator recruitment assay. 0.26% of 200,000 active. P37231. activation, % at 8 µM; in the data active = activation above about 23%;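 also: 0% = DMSO and 100% = reference agonist; some compounds past the cut are filed as inactive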
* hit, by the source's call; / = no result given.

mol	ROMK primary	S1P3 antag	bIAP activator	PPARg SRC2 recr	TR-FRET SRC-2 ct	TLR4-MyD88 BLA	Redox H2O2 prof	bIAP inh	PPARg SRC-1 ag	L major viab	PPARg SRC-3 ag
CC(SCc1ccccc1)C(=O)N/N=C/c1ccc(OCC(=O)NCc2ccco2)cc1 (stereo not drawn)	/	9	1.2	5	1522	-1	0.7	-22	7	-3	6
COCCNC(=O)/C(C#N)=C/c1ccc(-c2ccc(S(=O)(=O)N3CCOCC3)cc2)o1	/	-9	1	8	1683	-6	-0.6	3	10	78*	6
O=C(NCC1CCN(Cc2ccccc2Cl)CC1)Nc1cccc(Cl)c1	-2	-6	1.1	-4	1724	-1	-1.9	-13	12	76*	6
CCCC1=C(C(=O)OCC)C(c2ccc(OC)c(CSc3ccccn3)c2)C(C#N)=C(N)O1 (stereo not drawn)	-0.072	-3	1	5	1601	-1	-0.5	0	2	10	3
Cc1c(C(=O)NCc2ccc3c(c2)OCO3)oc2ccccc12	/	-28	1	14	1605	-6	-0.9	5	4	-5	11
CCCCNC(=O)c1onc(CSc2ccc(C)c(C)c2)c1C(=O)O	0.62	/	0.9	8	1552	-6	-11	9	2	-12	8
CCOC(=O)CC(NC(=O)c1cccc2c1C(=O)N(Cc1cccnc1)C2)c1ccc(OCC)c(OC)c1 (stereo not drawn)	0.6	10	1	8	1599	-9	-0.7	-4	11	1	1
C=CCn1c(-c2sc(-c3ccccc3)nc2C)n[nH]c1=S	-0.14	9	0.8	7	1589	5	-0.3	17	1	-5	10
CCCN(CCC)C(=O)Cn1ccc(=N)c2ccccc21	-0.15	12	0.8	-6	1384	-1	2.5	18	2	23	-5
CCc1ccc(-c2c(C)sc(NC(C)=O)c2C(N)=O)cc1	-0.057	/	0.9	-1	1453	-11	0.3	6	0	5	-4
Cc1cc(C)c(N(C(=O)CN2C(=O)c3ccccc3S2(=O)=O)C(C(=O)NCC2CCCO2)c2ccc(F)cc2)c(C)c1 (stereo not drawn)	/	13	1.1	-8	1574	1	-0.1	-12	-1	69*	5
COc1cc(C(=O)Nc2cc(Cl)ccc2C)c(-n2cnnn2)cc1OC	/	-12	1	1	1464	-11	2.7	-4	8	-2	-3

mol	ROMK primary	S1P3 antag	bIAP activator	PPARg SRC2 recr	TR-FRET SRC-2 ct	TLR4-MyD88 BLA	Redox H2O2 prof	bIAP inh	PPARg SRC-1 ag	L major viab	PPARg SRC-3 ag
COc1ccc(S(=O)(=O)N(CC(=O)N2CCN(c3ccccc3)CC2)c2ccccc2)cc1	1.9	/	0.9	-4	1356	-9	0.2	5	-3	-3	-2
COc1ccc(/C=C/CN2CCN(Cc3ccc(F)cc3)C(CCO)C2)cc1 (stereo not drawn)	-1.6	6	1	4	1503	5	0.0	2	-8	68*	3
COc1ccc(C2C=C(c3ccc(C)c(C)c3)Nc3ncnn32)c(OC)c1OC (stereo not drawn)	/	12	1.1	-2	1606	1	-0.7	-14	-4	80*	-6
O=C1CC(N2CCc3ccccc32)C(=O)N1c1ccc(F)cc1 (stereo not drawn)	0.96	-2	0.8	-7	1546	-6	0.3	19	-6	-7	0
O=C(Nc1ccccc1)Nc1cc(S(=O)(=O)N2CCOCC2)ccc1N1CCCC1	-0.25	-16	0.6	1	1676	-1	-0.7	35	-1	38	4
Cc1ccn2cc(-c3ccc4c(c3)NC(=O)CO4)nc2c1	-0.29	2	1	2	1410	-8	-0.3	1	4	23	3
CC(C)CNC(=S)Nc1ccc(F)cc1	0.16	9	1	0	1491	-4	-0.5	2	2	22	2
Cc1sc(NC(=O)c2ccco2)c(CN2CCN(c3ccccn3)CC2)c1C	/	64*	1	3	1749	-4	1.7	-4	1	38	3
COc1ccc(Nc2cc(C(=O)NCc3ccccn3)c3ccccc3n2)c(OC)c1	-0.73	8	1	21	1680	-18	-0.5	-2	5	4	9
Cc1cc(OCCN2CCCC2)cc(C(C)C)c1	-1.1	-16	1.1	7	1528	-1	-0.4	-9	-4	93*	-3
Cc1ccc(C(=O)NC(=S)NCc2ccco2)cc1	0.42	-7	1	-1	1546	-6	0.2	4	-8	-4	1
CCNC(=O)COC(=O)C1C(C(=O)OCC)=C(C)NC(C)=C1C(=O)OCC	0.44	/	1.2	8	1661	3	-0.3	-16	-1	3	2

Retrieved by compound from above, two records:
mol	ROMK primary	S1P3 antag	bIAP activator	PPARg SRC2 recr	TR-FRET SRC-2 ct	TLR4-MyD88 BLA	Redox H2O2 prof	bIAP inh	PPARg SRC-1 ag	L major viab	PPARg SRC-3 ag
O=C(Nc1ccccc1)Nc1cc(S(=O)(=O)N2CCOCC2)ccc1N1CCCC1	-0.25	-16	0.6	1	1676	-1	-0.7	35	-1	38	4
CCCC1=C(C(=O)OCC)C(c2ccc(OC)c(CSc3ccccn3)c2)C(C#N)=C(N)O1 (stereo not drawn)	-0.072	-3	1	5	1601	-1	-0.5	0	2	10	3

(cont.)
mol	ROMK primary	S1P3 antag	bIAP activator	PPARg SRC2 recr	TR-FRET SRC-2 ct	TLR4-MyD88 BLA	Redox H2O2 prof	bIAP inh	PPARg SRC-1 ag	L major viab	PPARg SRC-3 ag
Cc1cc(OC(=O)c2ccccc2Cl)cc(=O)n1C	/	/	0.9	0	1448	-1	-6.6	8	-3	-6	-2
CC(/C=C1\SC(=S)N(NC(=O)c2ccc(C)cc2)C1=O)=C\c1ccccc1	/	/	0.8	12	1507	-1	-8.3	17	3	2	0
CCCC(=O)N1CCc2[nH]c3ccccc3c2C1	-0.057	/	1	8	1594	-2	1.1	4	8	-2	-3
COc1ccc(NC(=O)c2c(Cl)nc3ccccn23)cc1	-0.031	15	0.9	5	1643	13	-1.9	5	2	0	3
Cc1ccc2c(c1)c(C)cc(=O)n2CCC(=O)O	0.71	-5	1	-7	1540	-6	-0.2	1	3	7	-28
O=C(N[C@@H](Cc1ccccc1)C(=O)O)c1ccncc1	/	-6	1	1	1576	-1	-0.5	3	7	3	0
CCCN(CCC)CCCNC(=O)C1c2cc(OC)c(OC)cc2C(=O)N(C)C1c1cccs1 (stereo not drawn)	-0.77	/	1.5	-3	1562	12	0.2	-51	3	0	6
O=C(Nc1ccc(Cl)cc1)c1cccc(N2C(=O)C3C4CCC(C4)C3C2=O)c1 (stereo not drawn)	-0.6	14	1	-3	1614	-6	-0.6	3	10	-9	5
O=C(C1=C[C@H](c2csc3ccccc23)C[C@H](OCCCCO)O1)N1CCN(Cc2ccccc2)CC1	/	-7	1.2	11	1632	-11	-0.2	-23	10	22	2
CCOc1ccc(-c2nc(C#N)c(N3CCCCCC3)o2)cc1	/	6	0.9	-1	1545	-6	0.2	14	-4	8	-9
CCCNC(=O)c1ccc2c(c1)C1C3CCC(C3)C1C(c1ccccc1)N2 (stereo not drawn)	-1.6	/	2*	5	1703	-7	0.3	-96	4	81*	0
Cn1ccnc1SCC(=O)Nc1nc2ccccc2s1	0.61	-17	1	-7	1311	-25	0.5	4	7	10	3

Quoted from the listing.
Entry of `Cc1cc(OC(=O)c2ccccc2Cl)cc(=O)n1C` under bIAP inh: 8
Entry of `Cc1ccc2c(c1)c(C)cc(=O)n2CCC(=O)O` under PPARg SRC-3 ag: -28

Continuation.
mol	ROMK primary	S1P3 antag	bIAP activator	PPARg SRC2 recr	TR-FRET SRC-2 ct	TLR4-MyD88 BLA	Redox H2O2 prof	bIAP inh	PPARg SRC-1 ag	L major viab	PPARg SRC-3 ag
CCOc1cc(C(=O)NCCCn2ccnc2)cc(OCC)c1OCC	0.14	-7	1	3	1427	5	0.1	4	1	54*	-2
CCOCC(=O)Nc1nnc(COc2ccc(Cl)cc2)s1	0.0037	-18	0.9	6	1632	-10	0.2	6	6	-6	3
COc1ccc(-c2cc(CNS(=O)(=O)c3ccccc3)on2)cc1	-0.16	4	0.9	-2	1721	-8	0.1	14	9	-1	5
CCCCn1c(=O)[nH]c(=O)c2c1nc(-c1ccsc1)n2Cc1ccccc1	-0.5	/	0.9	8	1419	-30	0.8	13	1	14	-1
COc1ccccc1N1C(=O)C2C(c3ccc(F)cc3)NN(C(=O)c3ccc(C)cc3)C2C1=O (stereo not drawn)	0.65	-4	1.2	-6	1489	-18	-0.7	-22	8	1	-2
O=[N+]([O-])c1cccc(C2=NC(c3ccccc3)CO2)c1 (stereo not drawn)	-0.05	-10	0.9	0	1651	-6	0.7	10	8	-6	3
CCN1C(=O)c2c(C)nc3ccccc3c2C1=O	/	-4	0.8	2	1405	-10	9.5	18	7	0	-9
COC(=O)C1C(=O)OC(C)(C)C1C(C)C(=O)c1ccc(C)cc1C (stereo not drawn)	1.3	3	1	2	1428	-24	1.0	3	4	0	4
CCOC(=O)C(C)On1c(SC(C)C(=O)OCC)nc2ccccc2c1=O (stereo not drawn)	0.33	6	0.9	2	1551	-4	1.8	7	-4	12	-19
COc1cccc(OC)c1C(=O)Nc1ccccc1N1CCCC1	/	3	0.9	6	1549	2	-0.5	5	2	-1	13
O=C1c2ccccc2S(=O)(=O)N1CC(O)Cn1ccc2ccccc21 (stereo not drawn)	/	14	1.1	2	1561	7	1.9	-12	0	-3	2
N#Cc1nc(-c2ccc(OCc3ccc(Cl)cc3)cc2)oc1N1CCC(C(N)=O)CC1	/	5	1	3	1640	-5	3.6	0	16	-3	1

mol	ROMK primary	S1P3 antag	bIAP activator	PPARg SRC2 recr	TR-FRET SRC-2 ct	TLR4-MyD88 BLA	Redox H2O2 prof	bIAP inh	PPARg SRC-1 ag	L major viab	PPARg SRC-3 ag
CCN1CCCC1CNCc1cc(OC)c(OC)c(OC)c1 (stereo not drawn)	/	/	0.9	-1	1454	-3	0.0	11	-5	0	5
Cc1ccc2[nH]c(=O)c(-c3noc(-c4ccncc4)n3)cc2c1	/	-3	/	2	1618	0	1.9	/	2	20	-15
O=C(C[n+]1cc(-c2ccc(Cl)c(Cl)c2)n2c1CCC2)OCc1ccccc1	-2.4	-5	1	6	1437	-1	-0.1	0	3	-6	-3
O=C(C1=C[C@H](c2ccc(C(F)(F)F)cc2)C[C@H](OCc2ccc(CO)cc2)O1)N1CCN(Cc2ccccc2)CC1	/	-33	1.1	4	1529	-2	0.0	-12	8	26	5
CCN1CCN(CCCCSc2ccccc2)CC1	/	-8	0.9	2	1586	1	0.6	6	5	78*	-3
